Screening results (PubChem BioAssay)
MC4R antag cAMP: human MC4R antagonism in cAMP assay. MC4R-expressing cells, MTII-stimulated cAMP, LANCE TR-FRET. inhibition, % at 6.5 µM. actives 0.48% (n = 360,000). AID 540295;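 active = inhibition above its plate's cutoff, the mean of tested wells on that plate plus 3 SD, cut at about 29% in these data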;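 also: 0% = Melanotan II alone and 100% = Melanotan II plus saturating MCL0020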
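System: U2OS cells stably expressing human melanocortin 4 receptor (MC4R). Reagent: Melanotan II challenge after compound preincubation. Doses: 6.5 µM. Times: 30-min compound, 1-h challenge, 1-h detection, room temperature. Measured by: TR-FRET with Eu-cAMP and labeled anti-cAMP, 671 nm. Replicates: singlicate.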
Glyco luc inh: blocks N-linked glycosylation in D54 reporter cells | D54 ERlucT glycosylation luciferase reporter, 24 h; percent of 100 nM tunicamycin response | reporter increase, % at 12.5 µM | actives 0.23% (n = 360,000) | AID 588692;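 active = mean luciferase reporter signal, scaled so untreated is 0 and the glycosylation-blocking control 100, at or above a set limit in every replicate; inconclusive = mean reaches the limit but not every replicate does; inactive = mean below the limit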;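 also: luciferase carries N-glycosylation sites so blocking glycosylation raises the light; 0% = median of neutral control wells and 100% = median of 100 nM tunicamycin wells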
HTR2A ag: mouse HTR2A agonism via beta-arrestin recruitment. P35363. CHO-K1 mHTR2A beta-arrestin complementation, luminescence; percent of 30 µM serotonin response. activation, % at 7.6 µM. actives 0.66% (n = 360,000);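 active = activation above a run cutoff, the mean activation of all tested compounds plus 3 SD, cut at about 14% in these data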;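 also: 0% = plate median of compound wells and 100% = 30 µM serotonin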
CaV13 ICDI inh: Primary screen for inhibitors of IQ motif and Ca2+-dependent inactivation inhibitor domain binding in CACNA1D, Förster resonance energy transfer in living cells, …. actives 0.098% (n = 340,000). HEK cells, CFP/YFP FRET ICDI-IQ, plate reader, 10 min; percent FRET-ratio fall versus neutral wells. AID 743397. inhibition, % at 12.3 µM;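 active = mean replicate inhibition of at least 30% and at least 1% of replicates passing that level; inconclusive = only one of the two criteria is met; inactive = neither criterion is met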;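 also: 0% = median of the neutral control wells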
H9c2 protect: modulators protecting cardiomyocytes from myocardial damage; H9c2 cardiomyocytes, H2O2 injury protection, ATPLite, 2 h; actives 0.63% (n = 360,000); protection from H2O2 cell death, % at 20 µM;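 active = compounds giving at least 50% protection of heart cells from peroxide-induced death in the single-dose screen, raw or plate-pattern-corrected value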;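 also: 0% = DMSO wells with peroxide and 100% = DMSO wells without peroxide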
aDG glyco up: alpha-DG glycosylation activation; Pro5-aDG cells, alpha-DG glycosylation AlphaScreen (IIH6); 0% Pro5, 100% B10-LARGE cell signal; activation, % at 10 µM; actives 0.22% (n = 360,000); AID 624168;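 active = activation of at least 8% versus controls, or a plate z-score of at least 8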;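 also: Pro5 are CHO cells carrying HIG-tagged alpha-DG that lacks glycosylation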
PDI inh: blocks human protein disulfide isomerase activity; P07237; PDI insulin aggregation turbidity, A650, 90 min; inhibition, % at 10 µM; actives 0.052% (n = 350,000); AID 588391;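 active = mean inhibition across replicates of 30% or more, whatever share of single replicates reach that level; inconclusive = mean inhibition below 30% while every single replicate reaches 30%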;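 also: absorbance from insulin aggregation driven by PDI reduction with DTT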
Vif inh: inhibitors of HIV Vif | actives 0.35% (n = 340,000) | AID 602346 | inhibition, % at 7.49 µM | HEK293T cells, Vif self-association by quenched fluorescence, imaging, 24 h; in the data active = inhibition above about 50%, passing the limit was not always enough; inconclusive = no clear call, values can overlap the other calls; inactive = below about 31%; also: some results filed as inactive read as strong as hits
ABCB6 inh 2: blocks the human ABCB6 transporter | AID 602162 | actives 0.19% (n = 360,000) | fluorescence ratio to DMSO, % at 10 µM | K562-ABCB6 porphyrin accumulation, flow cytometry, 1 h; stronger effect = lower value;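 active = fluorescence ratio to DMSO below 75%, the collection mean minus 3 SD; inconclusive = too few cells collected in the well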;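 also: signal is porphyrin accumulated inside mitochondria; 100% equals median channel fluorescence of DMSO control wells; lower ratio means ABCB6 inhibition with less porphyrin fluorescence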
Target sequence (Q9NP58 whole entry, looked up): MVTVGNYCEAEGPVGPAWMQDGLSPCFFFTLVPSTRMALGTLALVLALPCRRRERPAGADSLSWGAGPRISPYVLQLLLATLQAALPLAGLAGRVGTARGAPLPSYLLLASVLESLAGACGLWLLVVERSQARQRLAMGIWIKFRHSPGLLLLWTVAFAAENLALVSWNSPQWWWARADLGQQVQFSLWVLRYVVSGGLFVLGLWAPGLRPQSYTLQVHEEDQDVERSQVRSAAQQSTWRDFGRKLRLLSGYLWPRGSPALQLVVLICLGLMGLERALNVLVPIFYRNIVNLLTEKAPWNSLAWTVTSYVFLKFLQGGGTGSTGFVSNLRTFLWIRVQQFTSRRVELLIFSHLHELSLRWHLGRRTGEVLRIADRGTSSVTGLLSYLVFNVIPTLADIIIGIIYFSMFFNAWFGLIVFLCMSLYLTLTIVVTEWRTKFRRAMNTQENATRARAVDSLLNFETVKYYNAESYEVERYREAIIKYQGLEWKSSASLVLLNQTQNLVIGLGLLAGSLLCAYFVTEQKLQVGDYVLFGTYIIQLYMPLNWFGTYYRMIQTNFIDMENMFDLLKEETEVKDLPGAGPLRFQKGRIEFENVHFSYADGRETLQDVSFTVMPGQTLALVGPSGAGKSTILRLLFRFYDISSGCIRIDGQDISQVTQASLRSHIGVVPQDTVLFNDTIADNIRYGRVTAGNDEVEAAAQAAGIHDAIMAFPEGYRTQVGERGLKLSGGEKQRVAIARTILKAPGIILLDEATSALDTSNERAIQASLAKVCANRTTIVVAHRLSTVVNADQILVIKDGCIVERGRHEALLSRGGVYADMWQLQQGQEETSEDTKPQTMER
MC4R ag barr: agonists of human melanocortin 4 receptor (MC4R) beta-arrestin; P32245; U2OS MC4R beta-arrestin complementation, luminescence; percent of melanotan II response, DMSO zero; activation, % at 8.9 µM; actives 0.98% (n = 360,000);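 active = activation above a per-plate cutoff, the mean activation of sample wells on that plate plus 3 SD, cut at about 8% in these data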
* hit, by the source's call; u = inconclusive; x = no result given.

SMILES	MC4R antag cAMP	Glyco luc inh	HTR2A ag	CaV13 ICDI inh	H9c2 protect	aDG glyco up	PDI inh	Vif inh	ABCB6 inh 2	MC4R ag barr
O=C(NCCC1=CCCCC1)N[C@@H](Cc1ccccc1)C(=O)O	3	2	-1	x	-9	0.0	2	7	91	-0.8
CN=C1C([N+](=O)[O-])=CC=C2C1=NC1(CCCCC1)N2O	-20	5	2	-3	4	-0.3	-6	2	98	1.4
N#Cc1cc2c(nc1SCC(=O)Nc1nccs1)CCCCC2	39*	-17	0	-6	-17	0.0	-6	-7	96	0.2
CC1CCCCN1C(=O)CCNS(=O)(=O)c1ccc2c(c1)c(=O)n(C)c(=O)n2C (stereo not drawn)	12	3	0	-3	-5	0.1	-1	-9	95	-1.7
Cc1ccc(C(=O)OCC(=O)N2CCCCCC2)cc1S(=O)(=O)N1CCOCC1	-3	1	5	-16	4	-0.1	-5	26	99	-1.3
CCC1CC2(C)NC(=O)c3c(sc4c3CC(C)(C)OC4)N2C1=O (stereo not drawn)	1	0	0	x	3	-0.2	-1	-2	93	-1.5
CN(c1ccc(C(=O)NCc2ccc3c(c2)OCO3)cc1)S(C)(=O)=O	8	-3	-1	-3	-2	-0.1	-16	30	95	-1.4
CC1(C(=O)NCc2cccc3ccccc23)CCN1CCc1ccccc1 (stereo not drawn)	8	-2	-6	-6	-3	0.0	-10	x	100	0.9
CNC(=O)Nc1ccccc1C(=O)Nc1ccccc1	-4	0	-2	-4	0	-0.2	11	0	100	1.6
CCCCn1nnnc1SCC(=O)Nc1ccc(N(C)C)cc1	4	2	-1	x	-2	-0.1	2	14	96	1.0
CCN(CC)S(=O)(=O)c1cc(C(=O)O)c(Cl)cc1Cl	6	-1	-1	-4	13	0.0	2	4	99	1.1
CC(C)c1ccc(NC(=O)c2ccccc2NC(=O)C2CCCCC2C(=O)O)cc1 (stereo not drawn)	2	2	-3	-3	-6	0.0	-7	-7	93	-1.6
Clc1ccc(Cc2ccccn2)cc1	5	1	3	-7	-3	-0.2	-3	15	104	-0.9
Oc1ccccc1C1CC(c2cccs2)=NC(c2ccc(Cl)cc2)N1 (stereo not drawn)	24	-10	-3	-4	-28	-0.4	2	-3	121	-3.8
CSc1ccccc1NC(=O)COc1ccccc1C	10	-1	0	1	-4	0.2	-2	-8	263	2.0
CC(C)Nc1nc(Nc2ccc(F)cc2)c2sccc2n1	13	-2	-8	-6	-15	0.6	15	-7	98	0.1
COc1ccc(C(=O)c2sc(Nc3ccccc3)c(C(=O)Nc3ccc(OC)c(OC)c3)c2N)cc1	9	1	-1	-6	-11	0.2	-8	x	91	-2.0
Cc1nn(C)c(C)c1CN(C)C(=O)c1cc2n(n1)C(C(F)(F)F)CC(c1cccs1)N2 (stereo not drawn)	1	-2	2	-5	-20	0.8	2	u	97	0.7
CC1(C)CC(=O)c2cnc(NC(=O)CSc3nc4ccccc4o3)nc2C1	-2	0	-1	0	2	-0.2	-4	4	92	-1.5
CC(C1CC2CCC1C2)N1CC(O)=C(c2nc3ccccc3[nH]2)C1=N (stereo not drawn)	0	-4	-7	-4	-5	0.0	-3	-2	115	-2.1
CSc1nnc2c(n1)OC(c1ccccn1)N(C(C)=O)c1ccccc1-2 (stereo not drawn)	2	0	2	-5	5	1.0	-4	-20	113	2.2
COc1ccccc1CNC(=O)c1cc(S(=O)(=O)N2CCN(c3ccccc3)CC2)ccc1Cl	8	-4	-2	-4	-3	0.2	7	-13	99	0.7
O=S(=O)(c1ccccc1)N1CCN(C(c2ccccc2)c2ccc(OC(F)(F)F)cc2)CC1 (stereo not drawn)	19	-2	2	-20	-4	0.0	-7	9	97	-1.3
CCc1ccc(NC(=O)Cn2c(SC)nc3ccccc32)cc1	1	-3	-1	x	-5	0.1	-1	3	87	-0.3
CN(C)c1cccc(NC(=O)C2(C)CC2(Cl)Cl)c1 (stereo not drawn)	-4	1	0	-4	1	-0.3	8	-5	88	0.4
More results:
SMILES	MC4R antag cAMP	Glyco luc inh	HTR2A ag	CaV13 ICDI inh	H9c2 protect	aDG glyco up	PDI inh	Vif inh	ABCB6 inh 2	MC4R ag barr
COc1ccc(CC(=O)c2ccccc2C(=O)O)cc1	13	0	4	-8	-2	-0.2	-3	0	101	-0.1
Cc1cc(Cl)c(OCCCNC2CCCC2)c(Br)c1	-2	2	1	4	-7	0.7	4	-1	100	7.1
Cc1ccc(S(=O)(=O)N2[C@@H](c3ccc(C(C)C)cc3)C(C(=O)O)=C[C@H]2C(C)(C)C)cc1	-15	0	6	-3	8	0.0	-10	x	97	3.5
CC(Oc1ccc(Cl)cc1Cl)C(=O)N/N=C1\CCCc2ccccc21 (stereo not drawn)	-4	1	2	-8	-7	0.1	-3	-1	99	1.8
CCn1c(SCC(=O)Nc2nc(-c3ccccc3)cs2)nnc1-c1ccccc1O	-2	0	1	-1	-13	-0.1	-3	-15	101	1.4
NC(=Nc1ccccc1)N(c1ccccc1)c1ccccc1	2	0	2	-4	1	-0.1	-6	13	101	-0.7
CCOC(=O)c1cnc(SCC(=O)Nc2ccc(NC(C)=O)c(OC)c2)nc1N	1	0	-2	-4	2	-0.1	0	5	95	-0.9
COc1ccc(NC(=O)c2c(NC(=O)CCC(=O)O)sc(-c3ccccc3)c2C)cc1	13	0	-1	1	9	0.2	4	-1	105	-3.8
Cc1nc2cc(N3CCN(C)CC3)c(NC(=O)Cc3ccccc3)cc2c(=O)n1Cc1ccccc1	-1	-7	-4	-5	3	-0.2	-1	2	91	-0.1
COc1ccccc1NS(=O)(=O)c1ccc(C(=O)NCCCN2CCCC2=O)cc1	6	-2	2	-5	14	-0.1	-5	-2	99	-1.9
CCN1CCN(CCNC(=O)c2ccc3c(c2)N(Cc2ccc(F)cc2)C(=O)/C(=C/c2ccccc2)S3)CC1	10	-8	-11	-2	-30	-0.5	16	x	95	0.7
O=C(CSc1ccccn1)Nc1cccc2ccccc12	0	0	0	-4	-10	0.6	3	0	95	-2.7
C=CCSc1nnc(-c2cc3c(-c4ccccc4)nn(C)c3s2)n1C	20	8	-1	-5	48	1.5	0	-4	96	-2.0
Cc1nn(-c2ccc(Cl)c(Cl)c2Cl)c(=O)c2ccccc12	3	-2	7	-2	-9	0.4	0	-1	97	3.3
CCC(C)Sc1ccc([C@H]2N[C@@](Cc3ccccc3)(C(=O)OC)[C@H]3C(=O)N(C)C(=O)[C@@H]23)cc1 (stereo partly drawn)	7	-5	-7	-4	9	0.0	-2	5	98	0.2
COc1cccc(-c2nn(-c3ccccc3)cc2CN(C)Cc2ccno2)c1	9	-3	4	-5	9	0.1	-6	-1	99	4.6
c1cncc(-c2nc3ccccc3o2)c1	-6	1	5	x	5	0.3	-5	x	101	2.5
O=C(CN(CC1CCCO1)C(=O)CCC(=O)Nc1nccs1)NCc1ccccc1 (stereo not drawn)	7	2	4	-3	6	0.1	1	11	98	-1.5
CCn1c(=O)n(CC)c2cc(N3CCCC3)c(NC(=O)c3ccccc3Br)cc21	-7	10	3	-6	6	1.2	2	-5	95	-2.7
CC(=O)Nc1ccc(C)cc1	0	0	-3	x	3	0.1	x	-1	96	-0.9
CC(=O)CSc1nnc(-c2ccncc2)n1C	11	1	3	-4	-4	-0.1	3	3	99	-0.3
Cc1occc1C(=O)O/N=C(\N)c1ccccc1	0	-14	-2	-20	-12	0.0	-2	3	95	-0.9
COc1cccc(CNc2nc3cc(-c4cccc(C(=O)NCCO)c4)sc3c(=O)n2C)c1	-1	1	0	-7	16	0.3	-50	9	94	-1.5
CCCCC(=O)Nc1cc(C)c(NC(=O)c2ccco2)cn1	3	-1	11	-2	1	0.1	4	5	99	-0.4
O=C(Cc1cccs1)NCCc1ccc(Cl)cc1	2	0	4	-5	-4	0.0	4	-2	99	-0.7

Given with values under each structure: 5 of the compounds above
Below each compound: MC4R antag cAMP | Glyco luc inh | HTR2A ag | CaV13 ICDI inh | H9c2 protect | aDG glyco up | PDI inh | Vif inh | ABCB6 inh 2 | MC4R ag barr
CCn1c(SCC(=O)Nc2nc(-c3ccccc3)cs2)nnc1-c1ccccc1O
    -2 | 0 | 1 | -1 | -13 | -0.1 | -3 | -15 | 101 | 1.4
COc1cccc(-c2nn(-c3ccccc3)cc2CN(C)Cc2ccno2)c1
    9 | -3 | 4 | -5 | 9 | 0.1 | -6 | -1 | 99 | 4.6
COc1ccc(NC(=O)c2c(NC(=O)CCC(=O)O)sc(-c3ccccc3)c2C)cc1
    13 | 0 | -1 | 1 | 9 | 0.2 | 4 | -1 | 105 | -3.8
CCN1CCN(CCNC(=O)c2ccc3c(c2)N(Cc2ccc(F)cc2)C(=O)/C(=C/c2ccccc2)S3)CC1
    10 | -8 | -11 | -2 | -30 | -0.5 | 16 | x | 95 | 0.7
c1cncc(-c2nc3ccccc3o2)c1
    -6 | 1 | 5 | x | 5 | 0.3 | -5 | x | 101 | 2.5

The results go on:
SMILES	MC4R antag cAMP	Glyco luc inh	HTR2A ag	CaV13 ICDI inh	H9c2 protect	aDG glyco up	PDI inh	Vif inh	ABCB6 inh 2	MC4R ag barr
O=C(NC(=S)Nc1ccc(C(F)(F)F)cc1)c1csnn1	6	2	-3	-5	0	-0.2	6	-2	95	-1.4
O=C(NCc1ccc(Cl)cc1)c1cccc(NC2=NC3CS(=O)(=O)CC3S2)c1 (stereo not drawn)	5	1	-6	-7	0	-0.3	x	-13	98	-0.6
O=C1CCC(C(=O)Nc2cccc(S(=O)(=O)N3CCOCC3)c2)N1 (stereo not drawn)	6	3	-2	-4	2	-0.6	-2	9	99	-1.3
CC(C)OP(=O)(c1ccc(N(C)C)cc1)C(O)c1c(Cl)cccc1Cl (stereo not drawn)	-4	-1	-3	-4	-4	-0.1	-6	0	88	-2.1
C/C(=N\Nc1nc(-c2ccccn2)nc2ccccc12)c1ccc(F)cc1	0	4	2	x	7	0.0	-11	-16	96	-0.2
COCC1CCCN(C(=O)c2ccc(OC3CCN(Cc4ccccn4)CC3)cc2)C1 (stereo not drawn)	3	0	-5	-2	5	0.8	4	0	12*	-0.7

An excerpt from the list above, for reference:
SMILES	MC4R antag cAMP	Glyco luc inh	HTR2A ag	CaV13 ICDI inh	H9c2 protect	aDG glyco up	PDI inh	Vif inh	ABCB6 inh 2	MC4R ag barr
O=C(NC(=S)Nc1ccc(C(F)(F)F)cc1)c1csnn1	6	2	-3	-5	0	-0.2	6	-2	95	-1.4
O=C(NCc1ccc(Cl)cc1)c1cccc(NC2=NC3CS(=O)(=O)CC3S2)c1 (stereo not drawn)	5	1	-6	-7	0	-0.3	x	-13	98	-0.6
